# NPY-Y2 PAM-ag = human NPY-Y2 potentiation or agonism, primary screen | P49146 | cells expressing NPY-Y2, potentiator/agonist read-out | activation, % at 3.6 µM | 0.45% of 220,000 active | AID 1359; in the data active = activation above about 27%;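 also: cells stimulated with NPY near EC25 plus isoproterenol at EC100; 0% = vehicle plus submaximal agonist and 100% = vehicle plus saturating agonist; some results beyond the cut were filed as inactive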
# Target sequence (P49146 whole entry, looked up): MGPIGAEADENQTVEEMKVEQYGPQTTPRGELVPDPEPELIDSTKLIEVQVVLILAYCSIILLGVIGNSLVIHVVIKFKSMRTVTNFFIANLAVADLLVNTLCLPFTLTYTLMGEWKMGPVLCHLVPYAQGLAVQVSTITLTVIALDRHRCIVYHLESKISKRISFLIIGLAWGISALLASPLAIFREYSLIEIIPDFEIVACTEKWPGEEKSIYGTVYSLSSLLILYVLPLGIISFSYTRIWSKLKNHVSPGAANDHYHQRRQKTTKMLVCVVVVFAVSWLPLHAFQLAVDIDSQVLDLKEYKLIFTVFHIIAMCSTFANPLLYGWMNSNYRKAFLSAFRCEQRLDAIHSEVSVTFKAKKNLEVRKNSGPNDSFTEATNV
# NPY1 pot ag = human NPY-Y1 potentiation or agonism, primary screen. P25929. activation, % at 3.6 µM. NPY-Y1 expressing cells, potentiator/agonist activation. AID 1304. 0.37% of 220,000 active; in the data active = activation above about 33%, passing the limit was not always enough;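 also: cells stimulated with NPY at EC10 then isoproterenol at EC100; 0% = low agonist plus stimulus and 100% = saturating agonist plus stimulus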
# Target sequence (P25929 whole entry, looked up): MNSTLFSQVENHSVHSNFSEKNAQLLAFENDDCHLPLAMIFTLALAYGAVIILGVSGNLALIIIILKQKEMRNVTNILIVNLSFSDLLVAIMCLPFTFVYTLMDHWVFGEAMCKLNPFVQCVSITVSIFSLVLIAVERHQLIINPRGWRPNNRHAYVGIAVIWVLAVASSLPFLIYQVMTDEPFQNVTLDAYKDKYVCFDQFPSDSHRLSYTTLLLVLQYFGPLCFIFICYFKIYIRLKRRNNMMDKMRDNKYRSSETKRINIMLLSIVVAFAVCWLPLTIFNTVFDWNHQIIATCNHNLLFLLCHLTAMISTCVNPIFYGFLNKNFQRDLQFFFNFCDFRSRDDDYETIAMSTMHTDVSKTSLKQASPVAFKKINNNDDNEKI
# RBBP9 inhibitor = inhibitors of human serine hydrolase RBBP9; O75884; inhibition, % at 7.94 µM; recombinant RBBP9, FP-Rh probe fluorescence polarization; 0.2% of 220,000 active;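 active = inhibition above the campaign mean of all tested compounds plus 3 SD, cut at about 14% in these data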;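 also: plate controls were DMSO wells with RBBP9 for no effect and wells lacking RBBP9 protein for full effect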
# Target sequence (O75884 whole entry, looked up): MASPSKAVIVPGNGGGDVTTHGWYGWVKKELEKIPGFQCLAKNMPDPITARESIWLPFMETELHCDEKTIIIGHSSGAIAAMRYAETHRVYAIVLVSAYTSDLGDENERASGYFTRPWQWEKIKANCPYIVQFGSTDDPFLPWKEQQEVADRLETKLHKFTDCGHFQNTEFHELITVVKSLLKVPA
#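 System: RBBP9 protein | Quantity: 2.5 µM RBBP9 dispensing solution, before mixing | Reagent: FP-Rh probe, 375 nM dispensing solution | Timing: Enzyme-compound preincubation 30 min, then probe labeling 45 min, 25 °C | Measured by: Fluorescence polarization | Read-out: % inhibition | Replication: One well per compound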
# Hck Nef HTS = inhibitors of human Hck kinase activated by Nef; AID 463187; Recombinant Hck-YEEI plus Nef, Z-Lyte FRET kinase assay; 0.68% of 220,000 active; P08631; inhibition, % at 20 µM;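 active = Hck-Nef kinase inhibition above about 50%, limit read from the data; inactive = inhibition below that limit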;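 also: 0% = DMSO with Hck plus Nef and 100% = Hck alone without Nef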
# NPY Y1 blocker = blocks the human neuropeptide Y Y1 receptor; P25929; HEK293-CNG Y1 cells, membrane potential fluorescence; NPY at EC95, then isoproterenol; inhibition, % at 3.6 µM; 1% of 200,000 active; AID 1040;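 active = inhibition above the campaign mean inhibition of all tested compounds plus 3 SD, cut at about 20% in these data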;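 also: 0% = DMSO wells given NPY plus isoproterenol and 100% = isoproterenol alone without NPY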
#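 Test system – HEK293 Y1/CNG channel cell line · Also added – NPY agonist 25 nM, then isoproterenol 1 µM plus Ro 20-1724 25 µM · Compound dosing – one concentration, 3.6 µM, in 0.4% DMSO · Schedule – compound incubation 1 h at room temperature, readout 45 min post-stimulation · Technique – fluorescence, membrane potential probe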
# Runt-SMMHC FRET = blocks binding of human RUNX1 Runt domain to CBFb-SMMHC; Cerulean-Runt/Venus-CBFb-SMMHC FRET ratio 530/480, 1 h; 0.74% of 220,000 active; inhibition, % at 20 µM;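 active = mean inhibition across duplicate retests at 20 µM reaching about 50%, limit read from the data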;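 also: 0% = DMSO wells and 100% = wells with excess untagged CBFb-SMMHC; inhibitors lower the FRET ratio by blocking Runt binding to CBFb-SMMHC; some results filed as inactive read as strong as hits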
# Mdm2 ligase inh = blocks human Mdm2 ubiquitin ligase activity | Q00987 | cell-based MDM2 ubiquitination luciferase reporter, 2 h; 0 = plate control, 100 = twice control, blank-subtracted | signal enhancement, % at 5 µM | 0.11% of 210,000 active | AID 1230;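 active = signal enhancement of 30% or more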;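 also: luminescence tracks abundance of the self-degrading MDM2-luciferase fusion protein; higher signal means inhibition of MDM2 E3 ligase activity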
#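 Buffer or medium: Cells held in DMEM | Assay system: Stable mammalian line carrying autodegrading MDM2–luciferase fusion reporter | Quantity: 2000 cells/well | Times: 4 h settle plus 2 h compound, 37 °C | Doses: One concentration, 5 µM, with 0.2% DMSO | Technique: Luminescence with SteadyLite reagent, 15 min at room temperature | Benchmarks: Plate controls and plate blanks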
# Runt-CBFb FRET = Runt domain-CBFb interaction inhibition; Q01196+Q13951; Cerulean-Runt/Venus-CBFb FRET ratio 530/480, 1 h; inhibition, % at 20 µM; 0.46% of 220,000 active;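 active = inhibition over about 50% at 20 µM in the single-dose screen, limit read from the data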;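 also: 0% = DMSO wells and 100% = excess unlabeled CBFb competitor control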
#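 Schedule: protein complex preformed 1 h, compound exposure 1 h, room temperature, dark; test system: Cerulean-labeled Runt domain protein; amount: 100 nM per protein; buffer or medium: Tris 50 mM pH 7.5, KCl, K2SO4, 0.01% BSA; read-out: loss of energy transfer signal; detection: FRET fluorescence; controls: 5 µM unlabeled CBFb as full-inhibition high control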
# p97 inhibitor = human p97 ATPase inhibition | P55072 | recombinant p97 ATPase, Kinase-Glo ATP luminescence, 3 h | inhibition, % at 8 µM | 0.42% of 220,000 active; in the data active = inhibition above about 15%;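 also: 0% = DMSO vehicle and 100% = wells lacking enzyme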
# An asterisk follows results filed as active; x = no result given.
SMILES,NPY-Y2 PAM-ag,NPY1 pot ag,RBBP9 inhibitor,Hck Nef HTS,NPY Y1 blocker,Runt-SMMHC FRET,Mdm2 ligase inh,Runt-CBFb FRET,p97 inhibitor
CCn1c(C(O)c2ccc3c(c2)OCO3)nc2ccccc21 (stereo unspecified),7.3,-17.5,1.7,0.4,-5.7,-0.3,-4.7,0.5,5.2
CC(C(=O)O)N(C(=O)c1ccccc1)c1ccc(F)cc1 (stereo unspecified),-7.4,-0.8,-5.0,6.8,2.5,-0.8,-6.9,0.1,3.5
N#Cc1ccc(N2CCN(c3ccc(F)cc3)CC2)cc1,20.1,-17.4,-7.8,-0.2,2.3,-2.8,x,1.8,0.1
CCOC(=O)c1[nH]c2ccc(OC)cc2c1N=CN(C)C,1.0,1.8,-4.5,2.3,2.9,-3.5,-1.1,-1.2,4.6
CCOC(=O)c1cnn(-c2ccccc2)c1-n1cccc1C(=O)C(=O)Nc1ccc(OC)cc1,-31.7,-45.9,-8.8,-1.2,0.7,-3.1,-11.4,-1.4,-8.4
C=CCn1c(=O)/c(=C2/SC(C)=C(C)N2CC)s/c1=C1/C(=O)N(CC)C(=S)N1c1ccccc1,10.9,-1.7,7.7,-17.3,1.3,-10.0,-14.9,-1.3,0.2
Cc1ccc(C(=O)NC2(O)C(=O)c3ccccc3C2=O)cc1C,-14.0,12.2,2.1,18.7,x,-0.3,-13.6,-0.6,26.4*
CC1CCCC(NC(=S)Nc2cccc(S(=O)(=O)N(C)C)c2)C1C (stereo unspecified),-8.6,13.8,-15.8,7.6,1.9,2.6,4.8,0.4,-5.0
CC1CNc2c(cccc2S(=O)(=O)N[C@@H](CCCN=C(N)N)C(=O)N2CC[C@@H](C)C[C@@H]2C(=O)O)C1 (stereo partly specified),-11.0,-5.0,0.4,x,-0.8,-2.6,x,1.0,-1.8
COc1ccccc1P(=O)(c1ccccc1)c1ccccc1NC(C)=O (stereo unspecified),5.5,6.0,4.5,4.6,x,-5.5,-17.5,-0.5,8.3
CCOC(=O)N1CCN(C(=O)c2cccc(NC(=O)c3ccco3)c2)CC1,4.7,-7.9,-1.0,9.7,7.4,1.9,1.7,0.3,4.5
CC(=O)NC(CSc1cc(C)nc2ccc(Br)cc12)C(=O)O (stereo unspecified),-10.2,-15.8,-13.1,7.9,x,0.2,-5.5,1.3,3.4
COc1cccc(-c2ncc3ccccn23)c1,-6.6,-21.1,-12.6,1.5,5.1,-4.5,-2.2,5.4,-6.7
O=C(CN1C(=O)NC2NC(=O)NC21)NN=C1CCCC1 (stereo unspecified),3.1,-10.1,-4.4,-0.6,-0.5,-0.8,x,-0.7,-2.1
CCOc1ccc2[nH]c(=O)c(CN(Cc3ccc(C)cc3)C(=O)N3CCCC3)cc2c1,-11.3,-13.8,0.1,-0.2,5.7,3.2,-11.7,-1.3,-4.7
CCOC(=O)C(CCC(=O)O)(CCC(C)C)c1csc(N)n1 (stereo unspecified),-1.9,8.8,-5.8,0.4,-2.3,0.9,-7.3,-1.0,2.8
COc1ccc2[nH]c(=O)c(CN(CC3CCCO3)C(=S)Nc3ccc(C)cc3)cc2c1 (stereo unspecified),-11.1,-1.4,-4.0,7.6,-4.9,x,-26.2,x,-8.0
CCCCN(C)CCNC(=O)C(=O)c1c(C)[nH]c2ccccc12,4.2,-11.0,-5.1,12.7,3.2,-2.8,-8.9,1.9,1.9
Cn1c2ccccc2c2n[nH]c(=O)nc21,-8.7,-3.1,-5.3,9.8,8.0,-1.4,-11.4,0.8,-0.9
CS(=O)(=O)Oc1ccc(/C=N/NC(=O)c2ccncc2)cc1,3.2,-3.1,2.0,3.0,2.7,-0.5,1.6,-1.6,2.8
Cc1ccc(NS(=O)(=O)c2ccc(Cl)s2)cc1S(=O)(=O)N(C)C,-1.6,17.6,0.9,0.2,0.4,-1.5,0.9,-0.8,4.5
CN(C)c1nc(N)nc(CSc2ccccn2)n1,4.8,0.2,-2.5,2.5,4.7,1.0,0.3,1.0,-0.7
Cc1c(Br)c([N+](=O)[O-])nn1CC(=O)Nc1ccc(C(C)C)cc1,8.0,19.5,-1.1,23.4,1.4,1.5,16.5,0.5,7.5
C=CCOc1c(OC)cc(/C=N/Nc2cccc(C(=O)O)c2)c(Br)c1Br,-7.3,-16.5,-3.1,4.3,-3.4,3.3,-5.7,-3.3,-0.5
COc1ccc(NC(=S)NN2CCN(C)CC2)cc1OC,-8.0,7.1,-3.0,-0.2,4.4,5.1,-9.9,1.8,3.6
O=C1CCC(=O)N1OCCCOc1ccc2c(c1)CCC2,6.9,-5.2,-3.0,7.6,3.5,-0.9,-6.1,1.1,-1.8
O=C(c1ccco1)N(Cc1cccs1)C1CCS(=O)(=O)C1 (stereo unspecified),8.3,14.5,3.9,9.3,-4.3,-3.7,4.8,1.1,5.6
CC(=O)c1sc(NC(=O)C2(F)C(F)(F)C(F)(F)C(F)(F)C(F)(F)C2(F)F)nc1C,53.8*,56.0*,-10.6,-1.4,-3.7,-1.1,2.7,5.2,4.0
Cc1cc(NC(=O)c2ccc(Cn3nc(C)c(Br)c3C)o2)no1,10.2,-6.2,-9.2,-0.9,-4.6,-0.2,-10.7,2.7,0.3
CC(C)(C)C(=O)Nc1nnc(CC(=O)NCc2ccccc2)s1,4.8,25.9,-1.6,-8.6,-0.7,-1.2,-19.2,2.4,-1.5
O=c1c2ccccc2ncn1C1CCCCC1,12.6,4.4,-3.8,0.2,11.1,-0.4,-6.0,1.0,4.3
O=C(c1ccccc1)N1CCCCC(S(=O)(=O)c2ccc3ccccc3c2)C1=O (stereo unspecified),3.0,-12.3,3.9,1.7,-0.6,-3.0,1.5,0.7,-1.6
COC(=O)C12CCC(C)(c3nc4ccccc4nc31)C2(C)C (stereo unspecified),-2.0,-1.8,1.5,1.3,8.0,2.6,7.6,1.1,3.2
CCCNC(=S)N1CCC(n2cnc3ccccc32)CC1,-12.7,-1.3,-2.7,18.4,1.7,1.7,-8.3,0.2,7.3
COc1cccc(C2=CC(c3cccs3)n3nnnc3N2)c1 (stereo unspecified),3.4,-4.4,-6.4,-1.3,17.2,-25.1,-12.2,-2.8,-4.8
CCOC(=O)c1ccccc1NC(=O)c1c(O)c2ccccc2n(CC)c1=O,-11.2,-14.7,-3.6,0.7,-1.3,0.5,-13.2,1.6,-0.6
Cc1ccc(S(=O)(=O)N(C)C)cc1NC(=O)c1ccccc1Br,-2.8,-2.4,-0.2,25.5,-0.4,-0.8,-6.6,-1.4,4.7
CCOC(=O)C(=O)NN=C(c1ccccc1)c1ccccc1,-10.4,6.1,-5.1,13.4,x,2.1,-8.5,1.4,1.3
CC(c1ccccc1)N1CC(C(=O)N2CCN(c3ccccc3)CC2)CC1=O (stereo unspecified),2.0,4.3,-3.8,0.9,3.4,1.3,-13.6,1.0,-3.0
CCOC(=O)C1CCN(C(=O)CN(c2cccc(C(F)(F)F)c2)S(C)(=O)=O)CC1,7.8,15.5,0.9,0.6,-2.1,-18.5,-16.5,-1.0,5.6
Cc1ccc(S(=O)(=O)NNC(=O)C(O)(c2ccccc2)c2ccccc2)cc1,10.4,3.1,4.7,1.2,2.1,1.9,-10.4,2.6,-1.9
Cc1c(C#N)c2ncn(CC#N)c(=O)c2n1-c1ccccc1,6.5,-5.2,-7.3,-1.2,0.2,5.8,-3.1,0.8,-1.4

# 13 entries out of the list, sorted by SMILES length, high to low.
SMILES,NPY-Y2 PAM-ag,NPY1 pot ag,RBBP9 inhibitor,Hck Nef HTS,NPY Y1 blocker,Runt-SMMHC FRET,Mdm2 ligase inh,Runt-CBFb FRET,p97 inhibitor
CCOC(=O)c1cnn(-c2ccccc2)c1-n1cccc1C(=O)C(=O)Nc1ccc(OC)cc1,-31.7,-45.9,-8.8,-1.2,0.7,-3.1,-11.4,-1.4,-8.4
O=C(c1ccccc1)N1CCCCC(S(=O)(=O)c2ccc3ccccc3c2)C1=O (stereo unspecified),3.0,-12.3,3.9,1.7,-0.6,-3.0,1.5,0.7,-1.6
Cc1c(Br)c([N+](=O)[O-])nn1CC(=O)Nc1ccc(C(C)C)cc1,8.0,19.5,-1.1,23.4,1.4,1.5,16.5,0.5,7.5
Cc1ccc(NS(=O)(=O)c2ccc(Cl)s2)cc1S(=O)(=O)N(C)C,-1.6,17.6,0.9,0.2,0.4,-1.5,0.9,-0.8,4.5
CCOC(=O)c1ccccc1NC(=O)c1c(O)c2ccccc2n(CC)c1=O,-11.2,-14.7,-3.6,0.7,-1.3,0.5,-13.2,1.6,-0.6
Cc1cc(NC(=O)c2ccc(Cn3nc(C)c(Br)c3C)o2)no1,10.2,-6.2,-9.2,-0.9,-4.6,-0.2,-10.7,2.7,0.3
CC(C)(C)C(=O)Nc1nnc(CC(=O)NCc2ccccc2)s1,4.8,25.9,-1.6,-8.6,-0.7,-1.2,-19.2,2.4,-1.5
Cc1c(C#N)c2ncn(CC#N)c(=O)c2n1-c1ccccc1,6.5,-5.2,-7.3,-1.2,0.2,5.8,-3.1,0.8,-1.4
CC(C(=O)O)N(C(=O)c1ccccc1)c1ccc(F)cc1 (stereo unspecified),-7.4,-0.8,-5.0,6.8,2.5,-0.8,-6.9,0.1,3.5
COc1cccc(C2=CC(c3cccs3)n3nnnc3N2)c1 (stereo unspecified),3.4,-4.4,-6.4,-1.3,17.2,-25.1,-12.2,-2.8,-4.8
N#Cc1ccc(N2CCN(c3ccc(F)cc3)CC2)cc1,20.1,-17.4,-7.8,-0.2,2.3,-2.8,x,1.8,0.1
COc1ccc(NC(=S)NN2CCN(C)CC2)cc1OC,-8.0,7.1,-3.0,-0.2,4.4,5.1,-9.9,1.8,3.6
CN(C)c1nc(N)nc(CSc2ccccn2)n1,4.8,0.2,-2.5,2.5,4.7,1.0,0.3,1.0,-0.7

# Screening results (PubChem)
